# CASP6 VEID inh = blocks human caspase-6 cleavage activity | P55212 | purified caspase-6, Z-VEID-R110 cleavage fluorescence | inhibition, % at 12.5 µM | actives 0.53% (n = 350,000) | AID 686996;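 active means mean inhibition across replicates at least about 35%, with every replicate also reaching that limit, limit read from the data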;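 further: 0% = median of neutral control wells and 100% = no fluorescence left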
# Target sequence (P55212 24-179 limits assumed): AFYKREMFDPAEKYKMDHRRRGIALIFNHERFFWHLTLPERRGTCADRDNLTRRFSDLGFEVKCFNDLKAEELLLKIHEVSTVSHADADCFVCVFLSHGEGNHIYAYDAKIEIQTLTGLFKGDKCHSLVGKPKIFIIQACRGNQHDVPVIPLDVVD
# Target sequence (P55212 194-293 limits assumed): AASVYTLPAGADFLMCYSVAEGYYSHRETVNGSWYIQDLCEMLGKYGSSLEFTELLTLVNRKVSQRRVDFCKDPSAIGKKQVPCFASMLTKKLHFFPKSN
# FN deposition inh = fibronectin deposition inhibition; AH1F fibroblasts, Alexa488-fibronectin deposition fluorescence, overnight; inhibition, % at 12.6 µM; actives 0.086% (n = 350,000); AID 743247;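 active means mean inhibition across replicates of 30% or more, regardless of how many single replicates reach that level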;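 further: positive control wells lacked labelled fibronectin entirely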
#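 Material – AH1F fibroblast monolayer, labelled fibronectin deposition · Reagent – labelled fibronectin 24 nM · Timing – 1 h adhesion, overnight exposure · Measured by – fluorescence at 485 nm excitation, 525 nm emission · Read-out – inhibition of fibronectin deposition signal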
# EWS-Fli inh = EWS/Fli transcriptional activity inhibition; A673 NR0B1-luciferase reporter, viability-normalised; inhibition, % at 12.6 µM; actives 0.67% (n = 350,000);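 active means mean inhibition of at least 50% after viability correction, with every replicate also passing that limit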;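 further: firefly luciferase signal divided by Alamar Blue viability fluorescence both relative to DMSO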
# Cneo AK release = causes C. neoformans cell lysis | AID 651654 | adenylate kinase release luminescence, 4 h; normalised: neutral wells 0, clomiphene wells 100 | lysis activity, % at 15 µM | actives 0.2% (n = 360,000);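 active means mean lysis activity across replicates of at least 80%, whatever share of replicates individually reach that level; inactive means mean lysis activity below 80%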
#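 Material – Cryptococcus neoformans yeast cells · Quantity – 5 × 10^6 yeast cells/mL · Buffer or medium – YPD medium · Compound – single dose · Timing – 4 h static compound exposure, 37 °C, read 1 h post-reagent · Signal – adenylate kinase release luminescence · Read-out basis – lysis from increased AK signal · Benchmarks – Clomiphene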
# PGC1a acetyl inh = PGC1a acetylation modulation, inhibitor mode; U2OS PGC1a acetylation, AlphaScreen anti-acetyl-lysine; with virally co-expressed GCN5 acetyltransferase; inhibition, % at 15.6 µM; actives 0.17% (n = 350,000); AID 651687;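 active means every replicate shows inhibition of at least 40%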;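 further: 0% = neutral control wells and 100% = positive control wells; some results beyond the cut were filed as inactive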
# LGR2 inh = inhibitors of bursicon-induced Drosophila LGR2 receptor cAMP signaling; HEK293 LGR2, CRE-luciferase, bursicon-stimulated, 4 h; inhibition, % at 9.99 µM; actives 0.35% (n = 380,000);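 active means drop in luminescence signal, shown as inhibition above about 50% in the replicate tests, limit read from the data, passing the limit was not always enough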;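 further: agonist challenge used bursicon conditioned medium at about half maximal strength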
# PAX8 reporter = PAX8 transcriptional activity inhibition. RMG-I TPO-luciferase reporter, SteadyGlo, 24 h. inhibition, % at 12.6 µM. actives 1.2% (n = 360,000);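 active means mean replicate inhibition at least 60% with every replicate also reaching 60%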;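 further: luciferase light reporting Pax8 driven TPO promoter activity; plate controls were median of neutral control wells for no effect and mitoxantrone controls for full effect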
# miR122 inh = miR-122 inhibition in Huh7 cells. activation (reporter increase), % at 12.5 µM. Huh7 miR-122 Renilla luciferase sensor, 48 h; neutral wells = 0, positive control = 100. actives 0.3% (n = 340,000);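 active means mean replicate activation score at least 90 and every replicate individually at or above 90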;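 further: higher luciferase means less miR-122 activity so hits act as miR-122 inhibitors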
# Numbers without * were called inactive; / = not tested or not shown; [ ] = dose if it differs, or a comment.
SMILES,CASP6 VEID inh,FN deposition inh,EWS-Fli inh,Cneo AK release,PGC1a acetyl inh,LGR2 inh,PAX8 reporter,miR122 inh
CC(C(=O)N1CCc2ccccc21)N1CCN(c2ccccn2)CC1 (configuration not stated),0,1,-4,/,/,-1,-11,/
C[C@@H]1CN([C@@H](C)CO)C(=O)c2cc(NS(=O)(=O)c3cccs3)ccc2O[C@H]1CN(C)C(=O)Nc1cccc2ccccc12,0,1,13,1,/,-7,/,-1[16.7 µM]
O=C(C[C@H]1CC[C@H]2[C@@H](COC[C@H](O)CN2C(=O)Nc2ccc(Cl)cc2)O1)NCC1CC1,-1,-17,2,-9,10,-33,-80,1[16.7 µM]
CCCC(=O)Nc1ccc2c(c1)C(=O)N(C)[C@@H]1CC[C@@H](CC(=O)NCCCN(C)C)O[C@@H]1CO2,-38,7,-9,4,3,-7,-57,1[16.7 µM]
COc1ccccc1NC(=O)CCNC(=O)c1ccc(C)cc1,2,1,10,-3,13,11,16,-6
Cc1ccc(N2C(=O)C(NC(=O)c3c(F)cccc3F)(C(F)(F)F)C3=C2CC(C)(C)CC3=O)cc1 (configuration not stated),/,1,/,1,-17,25,-8,9
O=C(NC(C1CC1)C1CC1)C1CCC(=O)N(CCCN2CCCC2=O)C1 (configuration not stated),0,2,-14,1,/,4,-32,6
O=C(N/N=C/c1cccnc1)c1cccc(F)c1,3,-2,-11,1,2,-9,13,1
CCOC(=O)C1=C(C)NC(C)=C(C(=O)OCC)C1C(=O)OCC(=O)Nc1ccc(NC(C)=O)cc1,2,3,-10,2,-5,-15,-2,-6
COc1cccc(-c2cnc3c(c2)C(=O)N([C@H](C)CO)C[C@H](C)[C@H](CN(C)Cc2ccc4c(c2)OCO4)O3)c1,-4,9,-3,-7,6,6,/,-5[16.7 µM]
O=C1NC(c2ccncc2)C(C(=O)c2cccs2)C(O)(C(F)(F)F)N1 (configuration not stated),/,15,/,-1,-3,/,1,-5
CCc1ccc(NC(=O)C2CCN(C(=O)[C@@H]3Cc4ccccc4CN3)CC2)cc1,-12,7,/,5,-5,-22,-6,-1

# Complete entries from above. Values in the order: CASP6 VEID inh, FN deposition inh, EWS-Fli inh, Cneo AK release, PGC1a acetyl inh, LGR2 inh, PAX8 reporter, miR122 inh
# COc1ccccc1NC(=O)CCNC(=O)c1ccc(C)cc1 across the screens: 2, 1, 10, -3, 13, 11, 16, -6
# CCCC(=O)Nc1ccc2c(c1)C(=O)N(C)[C@@H]1CC[C@@H](CC(=O)NCCCN(C)C)O[C@@H]1CO2 across the screens: -38, 7, -9, 4, 3, -7, -57, 1[16.7 µM]

# Additional records follow.
SMILES,CASP6 VEID inh,FN deposition inh,EWS-Fli inh,Cneo AK release,PGC1a acetyl inh,LGR2 inh,PAX8 reporter,miR122 inh
NS(=O)(=O)c1ccc(NC(=O)COC(=O)c2cc([N+](=O)[O-])ccc2Cl)cc1,4,0,16,-2,-8,7,33,2
CCOC(=O)c1[nH]c(C)c(C(=O)OCC(=O)NC2CCS(=O)(=O)C2)c1C (configuration not stated),-2,-15,-1,-2,-7,8,-7,11
C=CCN(c1ccccc1)S(=O)(=O)c1cccc(C(=O)OCC(=O)NC2CC2)c1,-4,-2,-1,-1,9,-6,17,4
Cn1nnnc1Sc1ccc([N+](=O)[O-])cc1Cl,2,/,4,/,-4,-8,11,/
O=C(Nc1ccc(F)cc1)c1ccc2[nH]c(=O)c(=O)[nH]c2c1,3,3,/,-1,2,-5,14,-1
Cc1ccc(S(=O)(=O)N2CCC(C(N)=O)CC2)cc1[N+](=O)[O-],3,-1,3,-1,/,-1,21,1
COc1ccc(S(=O)(=O)Cc2ccc(C(=O)N3CCN(c4cc(Cl)ccc4C)CC3)o2)cc1,0,5,-7,1,0,5,10,-5
COc1ccc(N2CCN(C(=O)CNS(=O)(=O)c3ccc(Br)s3)CC2)cc1,5,5,11,0,/,0,28,/
CNC[C@H]1Oc2ncc(C3=CCCCC3)cc2C(=O)N([C@@H](C)CO)C[C@H]1C,/,/,1,/,0,-7,10,-20[16.7 µM]
COc1ccccc1Nc1nc(N)nc(CSc2ncccn2)n1,/,-2,/,1,40,/,-22,13
COc1ccc2oc(-c3ccccc3)c(C(=O)N(C)C)c2c1,-2,0,-8,1,-2,-1,31,18
CCCCC(=O)NCc1ccc(F)cc1,/,-1,/,0,-1,-3,-15,6
Nc1nonc1-n1nnc(C(=O)N/N=C/c2ccc(Cl)cc2Cl)c1CN1CCCCC1,2,-3,3,-2,/,-8,-3,0
COc1ccc(C(OCC(O)CN(C)C2CCCCC2)c2ccc(OC)cc2)cc1 (configuration not stated),0,0,15,9,-5,0,15,-1
CCCN(C)C[C@@H]1Oc2ncc(C#CCC(C)C)cc2C(=O)N([C@@H](C)CO)C[C@H]1C,8,4,-3,2,-15,2,8,-6[16.7 µM]
COc1cc(NC(=O)CCl)ccc(=O)c1,10,-3,7,3,/,-13,39,/
CSc1nnc(NC(=O)c2ccco2)s1,1,0,-26,2,-10,-11,-46,-1
Cc1ccc(Nc2nc(N)nc(CN3CCN(Cc4ccccc4)CC3)n2)cc1Cl,-4,1,19,/,/,-4,-4,/
CCOc1ccc(NC(=O)Nc2cc(C)ccc2F)cc1,/,-1,/,-6,-4,/,/,2
O=c1[nH]c(-c2ccc(Cl)cc2)cs1,-3,/,11,/,/,-18,-19,/
COC(=O)[C@@H](NC(=O)/C=C/c1ccc(OC)cc1)C(C)C,-2,-2,8,/,0,-28,12,-3
COc1cccc(C(=O)Nc2ccc3c(c2)C(=O)N(C)C[C@H](OC)[C@H](C)CN(CCc2ccccc2)[C@@H](C)CO3)c1,/,19,7,-3,-9,-12,20,/
O=C(NC(=O)N1CCN(c2cccc(Cl)c2)CC1)c1ccccc1,/,8,/,-2,-3,2,/,0
O=C(NCCc1ccc(Cl)cc1)c1ccc(CS(=O)Cc2ccc(Cl)cc2)o1 (configuration not stated),6,6,4,0,/,-4,22,/
O=C(C[C@H]1CC[C@H]2[C@@H](COC[C@@H](O)CN2C(=O)c2ccc(F)cc2)O1)N1CCOCC1,0,2,7,105*,0,-4,-15,8[16.7 µM]
CCCN(C(=O)c1c(-c2ccccc2)noc1C)c1c(N)n(Cc2ccccc2)c(=O)[nH]c1=O,-2,0,7,-2,-3,-29,8,6
Cc1ccc(-n2ncc(-c3nn[nH]n3)c2N)cc1,-8,-3,-1,1,-4,6,-5,3
CCOC(=O)C1CCN(C(=O)Cn2cc(C(=O)C3CC3)c3ccccc32)CC1,/,2,/,8,4,/,/,-2
COc1ccc(S(=O)(=O)N2CCCC(C(=O)NCc3ccco3)C2)cc1OC (configuration not stated),0,-1,7,0,/,5,-7,0
CC(C)N1CCN(C(=O)C2CCC(=O)N(CCc3cccc(F)c3)C2)CC1 (configuration not stated),1,5,-10,-2,3,6,/,-5
CCNC(=O)Nc1ccc2c(c1)C(=O)N(C)[C@@H]1CC[C@@H](CC(=O)N[C@H](C)c3ccccc3)O[C@@H]1CO2,/,-2,3,-16,/,-6,-11,/
CN(CC(=O)N1CCCCC1)S(=O)(=O)c1cccc2nsnc12,-2,-10,1,5,-6,6,-2,-2
Cc1cc(C(=O)Nc2cccc3c2O[C@H](CN(C)CC2CCCCC2)[C@H](C)CN([C@@H](C)CO)C3=O)n(C)n1,3,/,-10,-1,-13,2,-8,-3[16.7 µM]
Cn1nc(C(C)(C)C)cc1NC(=O)Nc1ccc(Cl)cc1,-2,-1,-15,0,2,/,8,-2
COc1ccc(C2CC(c3cccs3)=NN2S(C)(=O)=O)cc1 (configuration not stated),0,13,-36,0,2,-16,-52,2
Cc1ccc(S(=O)(=O)N2CCN(C(=O)C3CC3C)CC2)c(C)c1 (configuration not stated),0,/,2,-1,/,-8,3,-5
NS(=O)(=O)c1ccc(CNC(=O)C2CCCN2C(=O)c2cccs2)cc1 (configuration not stated),4,5,-4,/,9,-2,/,-1
O=C(c1cc(-c2cccc(Cl)c2)on1)N1CCCC1,-1,6,-116,-3,-12,-53,-127,2
Cc1ccc(C2(c3ccccc3)NC(=O)N(CC(=O)NCc3ccco3)C2=O)cc1C (configuration not stated),4,-4,-2,1,5,/,15,4
N#CCCCSc1nnc(-c2ccccn2)o1,/,-4,/,-1,3,/,/,-4
CN(C)CCCN1C(=O)c2cccc3cccc(c23)C1=O,1,2,-15,-3,/,-3,4,/
COc1cc(OC)cc(-c2nc3nc(C)c(CCC(=O)NCc4ccco4)c(C)n3n2)c1,/,-23,/,-4,-10,/,/,4
Cc1noc(C)c1C(=O)NC(C)C12CC3CC(CC(C3)C1)C2 (configuration not stated),-1,-5,-2,/,/,13,-6,/
C/C(=N\NC(=O)c1ccc(O)cc1)c1cc2ccccc2o1,5,-5,-61,-4,9,-51,-49,2
CO[C@H]1CN(C)C(=O)c2ccc(NS(=O)(=O)c3ccccc3)cc2OC[C@H](C)N(C)C[C@@H]1C,-1,7,/,/,7,2,18,/
C[C@H](NC(=O)C[C@H]1C[C@@H]2c3cc(NC(=O)NC4CCCCC4)ccc3O[C@@H]2[C@H](CO)O1)c1ccccc1,-1,/,-3,0,5,8,-11,3[16.7 µM]
Cc1noc(C)c1NC(=O)NCC[C@@H]1CC[C@H](NC(=O)c2ccccc2)[C@@H](CO)O1,-4,/,-5,-7,-2,0,-11,/
O=C(CC1(O)C(=O)Nc2ccccc21)c1ccccc1 (configuration not stated),-1,-2,25,1,-4,-11,3,1
Cc1cc(C(=O)Nc2nc(C)c(C(=O)N(C)C)s2)ccc1[N+](=O)[O-],-1,-8,0,/,/,1,-31,/
CCOc1cc(/C=C/c2cccc[n+]2C)ccc1O,-35,-2,18,2,-2,9,-23,-3
O=S(=O)(O)Sc1ccccc1,/,7,-3,1,-3,17,-3,-5
CCN(CC(=O)Nc1ccccc1C(F)(F)F)C(=O)c1cc2c(s1)CCCCC2,3,2,2,/,/,-14,/,/
COC(=O)[C@]1(C)N[C@H](CN(C)S(=O)(=O)c2ccccc2)[C@@H]2C(=O)N(Cc3ccccc3)C(=O)[C@@H]21,/,16,2,1,0,10,11,-5
CO[C@@H]1CN(C)C(=O)c2cc(NS(C)(=O)=O)ccc2OC[C@H](C)N(C(=O)C2CCC2)C[C@H]1C,/,-15,-6,/,5,-3,/,5[16.7 µM]
CC(NC(=O)c1ccccc1F)C12CC3CC(CC(C3)C1)C2 (configuration not stated),-3,-4,-3,5,-2,20,1,1
COc1ccc(S(=O)(=O)CCc2nnc(NC(=O)c3ccc(F)cc3)s2)cc1,-3,7,0,-3,-7,-16,-2,-3
COc1cccc(C#Cc2ccc3c(c2)O[C@@H](CN(C)C(C)=O)[C@@H](C)CN([C@@H](C)CO)S3(=O)=O)c1,-1,6,1,-3,-17,-24,/,-1[16.7 µM]
N#Cc1c(SCC(=O)Nc2nc3ccc(Br)cc3s2)sc2c(O)cc(=O)[nH]c12,33,7,-8,0,2,13,7,2
COCC(=O)N1CC(=O)N2[C@H](C1)[C@H](c1ccc(C#CC(C)C)cc1)[C@@H]2CO,2,/,3,/,0,-3,-29,/

# Random excerpt: 4 compounds from above
SMILES,CASP6 VEID inh,FN deposition inh,EWS-Fli inh,Cneo AK release,PGC1a acetyl inh,LGR2 inh,PAX8 reporter,miR122 inh
Cc1cc(C(=O)Nc2nc(C)c(C(=O)N(C)C)s2)ccc1[N+](=O)[O-],-1,-8,0,/,/,1,-31,/
COC(=O)[C@]1(C)N[C@H](CN(C)S(=O)(=O)c2ccccc2)[C@@H]2C(=O)N(Cc3ccccc3)C(=O)[C@@H]21,/,16,2,1,0,10,11,-5
COc1cccc(C#Cc2ccc3c(c2)O[C@@H](CN(C)C(C)=O)[C@@H](C)CN([C@@H](C)CO)S3(=O)=O)c1,-1,6,1,-3,-17,-24,/,-1[16.7 µM]
N#Cc1c(SCC(=O)Nc2nc3ccc(Br)cc3s2)sc2c(O)cc(=O)[nH]c12,33,7,-8,0,2,13,7,2
